# Screening results from PubChem.
# RGS4 inhibitor: blocks human RGS4-accelerated GTP hydrolysis. 390,000 compounds, 0.039% hits. Potency, µM (titrated, usually from 114 µM), for inactives: at the highest dose activity change, negative = inhibition, actives largely listed as inhibitors. Transcreener GDP fluorescence polarization, RGS4-accelerated GTP hydrolysis; further: on the % scale 0 is the no-effect control and ±100 the full control effect; nearly all actives have a fitted effect of over 75% in size; some results filed as inactive show a strong effect at the top dose
#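 MLSMR compounds (23 nl, pin-transferred) preincubated 10 min at room temperature with a 500nM (2x) first reagent, then RGS4 at 900nM (2x) plus Transcreener GDP mix added; fluorescence polarization (620/688 nm) read before and after 90 min at 30 °C.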
# JMJD2A Tudor inh: blocks the human JMJD2A Tudor domain | O75164 | AlphaScreen JMJD2A-Tudor / H3K4me3 peptide binding | Potency, µM (highest dose often 114 µM), without a hit: at the highest dose activity change, negative = inhibition, actives largely listed as inhibitors | 390,000 compounds, 4.4% hits | AID 504339; further: on the % scale 0 is the no-effect control and ±100 the full control effect; nearly all actives have a fitted effect of over 50% in size
# HP1b chromo inh: blocks HP1-beta chromodomain binding to methylated histone tails | P83916 | AlphaScreen HP1-beta / biotin-H3K9me3 peptide binding | Potency, µM (highest dose often 114 µM), for the others: at the top dose activity change, negative = inhibition, hits mostly inhibitors | 390,000 compounds, 0.56% hits | AID 540317; further: nearly all actives have a fitted effect of over 70% in size; inactives centre near 23
# Target sequence (P83916 whole entry, looked up): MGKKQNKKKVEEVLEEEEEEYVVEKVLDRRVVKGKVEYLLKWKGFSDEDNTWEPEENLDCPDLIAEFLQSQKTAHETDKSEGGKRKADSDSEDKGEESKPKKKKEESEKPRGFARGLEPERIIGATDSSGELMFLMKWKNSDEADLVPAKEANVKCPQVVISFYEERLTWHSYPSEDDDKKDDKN
#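 Compound inhibition of the preformed complex between 50 nM HP1-beta and 50 nM biotinylated H3K9me3 peptide was read by AlphaScreen. Buffer was PBS pH 7.4 with 0.01% Tween-20. Incubations ran 30 min at room temperature, with 10 ug/mL donor/acceptor beads.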
# PGK inhibitor: inhibitors of T. brucei phosphoglycerate kinase | AID 602233 | P07378 | 380,000 compounds, 0.043% hits | Potency, µM (series often up to 57.5 µM), for the others: at the highest dose activity change, negative = inhibition, hits mostly inhibitors | PGK/GAPDH coupled, Kinase-Glo luminescence, 60 min; further: on the % scale 0 is the no-effect control and ±100 the full control effect; nearly all actives have a fitted effect of over 60% in size
#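 Luminescent ATP detection (Kinase-Glo Plus) follows a 60-minute room-temperature incubation, with wells lacking PGK as controls. Buffer: 100 mM TEA (pH 7.6), 5 mM MgCl2, 0.01% Tween-20. Coupling enzyme GAPDH (100 nM final) supplies unstable 1,3-BPG in-well.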
# ERG-DNA inh: ERG Ets/DNA interaction inhibition. P11308. fluorescence polarization, His-ERG Ets domain / labelled DNA. Potency, µM (titrated, usually from 76.9 µM), for inactives: at the top dose FP activity, negative = inhibition, actives largely listed as inhibitors. 370,000 compounds, 0.028% hits. AID 624246; active means well fitted inhibition curve with a large enough effect in the polarisation, with a control signal flat; inconclusive means small, poorly fitted or top-dose-only effect, or effect the other way, or a change in a side signal; inactive means no such curve, though single readings can be large or run the other way; the % refers to the polarisation;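 further: polarization taken with two DNA probes labelled with fluorescein and Texas red; % of control where 0% means no effect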
#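 His-tagged ERG Ets domain (1 uM in the protein solution; 300mM KCl, 50mM Tris-HCl, 1mM EDTA, 1mM DTT, pH 7.5) received compound, then a probe mix of 5 nM fluorescein-DNA and 100nM Texas-615-DNA. Fluorescence polarization was read for both dyes.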
# TrxR1 inh: inhibitors of rat thioredoxin reductase 1; O89049; recombinant rTrxR1, NADPH fluorescence consumption, selenite substrate; Potency, µM (titrated, usually from 114 µM), for the others: top-dose activity change, negative = inhibition, usual class: inhibitors; 390,000 compounds, 1% hits; AID 588453; further: on the % scale 0 is the no-effect control and ±100 the full control effect; nearly all actives have a fitted effect of over 65% in size
#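 Rat TrxR1 (90 nM in the dispensed reagent) was pre-reduced with 400 uM NADPH for 5 min at room temperature, then incubated with compound for 15 min. After 400 uM selenite was added, NADPH fluorescence (Ex 340/Em 450 nm) was followed for 8 min.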
# 12-LOX inh: inhibitors of human 12S-lipoxygenase ALOX12; P18054; purified 12hLO, xylenol orange hydroperoxide absorbance; Potency, µM (highest dose often 108 µM), for inactives: top-dose activity change, negative = inhibition, most hits filed as inhibitors; 580,000 compounds, 1.1% hits; AID 1671190; further: on the % scale 0 is the no-effect control and ±100 the full control effect
# Target sequence (P18054 whole entry, looked up): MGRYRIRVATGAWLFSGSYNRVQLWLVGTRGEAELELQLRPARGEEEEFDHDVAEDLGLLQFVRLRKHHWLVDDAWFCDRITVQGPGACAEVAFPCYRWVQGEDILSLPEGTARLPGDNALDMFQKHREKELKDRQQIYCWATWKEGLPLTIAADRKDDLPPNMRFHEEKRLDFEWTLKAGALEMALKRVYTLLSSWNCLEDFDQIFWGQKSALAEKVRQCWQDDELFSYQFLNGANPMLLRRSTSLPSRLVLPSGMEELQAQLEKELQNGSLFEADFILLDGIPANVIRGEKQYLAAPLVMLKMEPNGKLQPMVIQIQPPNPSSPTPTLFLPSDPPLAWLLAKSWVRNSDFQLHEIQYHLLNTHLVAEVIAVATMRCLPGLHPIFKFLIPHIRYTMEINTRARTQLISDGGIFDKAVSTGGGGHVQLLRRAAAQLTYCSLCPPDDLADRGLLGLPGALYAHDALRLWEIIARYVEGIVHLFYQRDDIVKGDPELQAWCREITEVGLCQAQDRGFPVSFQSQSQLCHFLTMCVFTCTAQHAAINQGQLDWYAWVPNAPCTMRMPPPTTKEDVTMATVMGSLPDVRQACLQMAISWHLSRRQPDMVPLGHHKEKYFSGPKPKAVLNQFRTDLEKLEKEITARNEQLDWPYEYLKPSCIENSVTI
#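 Purified human 12hLO at 150 nM in 25 mM Hepes, 0.01% Triton X-100, pH 7.0, preincubated 15 min at room temperature with compound. Reaction started with 40 uM arachidonic acid, 30 min at room temperature. Hydroperoxide measured by Fe-xylenol orange, 573/405 nm absorbance ratio.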
# Pin1 inhibitor: human Pin1 inhibition. AID 504891. Pin1 FP peptide displacement, HiFluor488, 10 min. 390,000 compounds, 0.009% hits. Potency, µM (titrated, usually from 115 µM), for inactives: top-dose activity, negative = inhibition, actives largely listed as inhibitors. Q13526; active means well fitted inhibition curve with a large enough effect in the polarisation, with a control signal flat, not every such curve was filed as active; inconclusive means small, poorly fitted or top-dose-only effect, or effect the other way, or a change in a side signal; inactive means no such curve, though single readings can be large or run the other way; the % refers to the polarisation; further: on the % scale 0 is the no-effect control and ±100 the full control effect
# GLS inh: blocks human kidney-isoform glutaminase activity; O94925; GLS enzymatic activity, qHTS titration; 410,000 compounds, 0.21% hits; Potency, µM (series often up to 45.5 µM), for the others: at the highest dose activity change, negative = inhibition, most hits filed as inhibitors; further: on the % scale 0 is the no-effect control and ±100 the full control effect
#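 Glutamate formation by hKGA was monitored fluorometrically using coupled glutamate oxidase, HRP and Amplex Red. Substrate was added as 1 mM L-glutamine solution; incubation was 30 min at RT after an initial read.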
# * hit, by the source's call; i = inactive; ? = inconclusive; & = joins results of further samples; [ ] = remark or other dose. Unless noted, the call rests on the fitted dose curve; in most records, active means well fitted curve in the direction sought with a large enough effect; inconclusive means small, poorly fitted or top-dose-only effect, or another doubt; inactive means no such curve, though single readings can be large; an effect the other way counts as inactive or inconclusive. Potency means the concentration at half of the fitted maximal effect. Not all compounds are listed; the hit share may differ from the screen's.
1) O=C(NCCc1ccccc1)c1cccc([N+](=O)[O-])c1
2) CCOc1ccc(S(=O)(=O)N2CCCC(C(=O)NCc3ccccc3)C2)cc1 (stereo not given)
3) COc1ccc(S(=O)(=O)Nc2c(C)nc3nc[nH]n3c2=O)cc1
4) Cc1ccc(S(=O)(=O)CC(C)N2CCOCC2)c(S(=O)(=O)CC(C)N2CCOCC2)c1 (stereo not given)
5) CC(CN1CCCCC1)OC(=O)c1cc2ccccc2o1 (stereo not given)
6) NS(=O)(=O)c1ccc(NC(=O)c2ccc(Cl)c(S(=O)(=O)NCc3ccco3)c2)cc1
7) CCN(CC)c1nc(N)c2c(N)nc(OC)cc2c1C#N
8) CC(=O)N(CCCN(C)C)c1nc2ccc(C)cc2s1
Compound | 1 | 2 | 3 | 4 | 5 | 6 | 7 | 8
RGS4 inhibitor | 25% | 13% | -15%&10% | 4% | -4% | 11% | -52% | 21%
JMJD2A Tudor inh | -6% | -6% | -2%&-2% | -25% | -6% | -20% | -19% | 0%
HP1b chromo inh | 41%[activator] | 14% | 31%&36% | 33% | 19% | 29% | 10% | 34%
PGK inhibitor | 3% | -5% | -4% | -13% | 0% | i | -5% | 7%
ERG-DNA inh | -4% | 10% | -4%&-3% | -2% | -4% | -8% | 20% | 1%
TrxR1 inh | 15% | -8% | 16%[57.1 µM] | ? | -2% | 11% | -5% | -9%
12-LOX inh | -29% | -14% | ? | -21% | -19% | 108% | -9% | 15%
Pin1 inhibitor | -10% | -7% | -1%&-1% | -7% | 3% | -6% | ? | 9%
GLS inh | 4% | 5% | 15%&29% | -13% | 4% | -7% | -4% | 7%

9) CN(C1CCCCC1)S(=O)(=O)c1ccc(NC(=O)c2ccc(Br)o2)cc1
10) COC(=O)c1ccc(OCC2c3cc(OC)c(OC)cc3CCN2C(=O)C2CC2)cc1 (stereo not given)
11) COc1cc(CN2CCCC(C(=O)Nc3cccc(-n4cccn4)c3)C2)ccc1F (stereo not given)
12) COc1ccc(-n2c(SCC(N)=O)nc3sc4c(c3c2=O)CCC4)cc1
13) O=C1CSC2=NCN(c3ccccc3)CN12
14) CC1CCN(CC(O)COc2ccc(OCC(O)CN3CCC(C)CC3)cc2)CC1 (stereo not given)
15) COc1ccc([C@@H]2[C@@H]3C(=O)N(C(C)(C)C)C(=O)[C@@H]3[C@]3(CC(C)C)C(=O)N(c4ccccc4)C(=O)N23)cc1
16) CCS(=O)(=O)Nc1ccc(-c2ccc(NS(=O)(=O)CC)c(OC)c2)cc1OC
Compound | 9 | 10 | 11 | 12 | 13 | 14 | 15 | 16
RGS4 inhibitor | 1% | -9% | 0% | -13% | -24% | 7% | -29% | -11%
JMJD2A Tudor inh | -26% | -20% | -19% | -13% | -24% | -3% | -13% | -22%
HP1b chromo inh | -2% | 5% | 33% | 37% | 29% | 20% | 51%[activator] | 29%
PGK inhibitor | -5% | 1% | -10% | i | 7% | -6% | 2% | -10%
ERG-DNA inh | 2% | -11% | 5% | -2% | -1% | 1% | 2% | 9%
TrxR1 inh | 14%[57.1 µM] | 13%[57.1 µM] | 19% | 31%[57.1 µM] | -7%[57.1 µM] | 32% | -2% | 27%
12-LOX inh | 143%[activator] | 0% | -8% | -24% | 16% | 0% | -3% | -13%
Pin1 inhibitor | 8% | -2% | -11% | 1% | -1% | 7% | -2% | 7%
GLS inh | 3% | 5% | -8% | -13% | 18% | 4% | 14% | 23%

17) C=CCN1C(=O)C(CC(=O)Nc2ccccc2)SC1=Nc1c(C)n(C)n(-c2ccccc2)c1=O (stereo not given)
18) CC(C)(C)OC(=O)NNC(=O)c1ccc(Cl)cc1
19) COc1ccc(CN(C)Cc2nc3scc(-c4ccccc4)c3c(=O)[nH]2)cc1OC
20) O=C(Nc1cc(Cl)ccc1N1CCOCC1)c1cccnc1Cl
Compound | 17 | 18 | 19 | 20
RGS4 inhibitor | 21% | -38% | -10% | 25%
JMJD2A Tudor inh | -2% | -1% | -22% | 1%
HP1b chromo inh | 19% | 38% | 16% | 21%
PGK inhibitor | -7% | ? | -3% | i
ERG-DNA inh | 6% | 5% | 13% | -4%
TrxR1 inh | 16% | 23%[57.1 µM] | -10% | 14%[2.29 µM]
12-LOX inh | -14% | 130%[activator] | 6% | -4%
Pin1 inhibitor | -4% | 5% | 15% | -1%
GLS inh | 1% | 17% | 3% | 0%

# Of the compounds above, these have an NH in an aromatic ring:
3) COc1ccc(S(=O)(=O)Nc2c(C)nc3nc[nH]n3c2=O)cc1
19) COc1ccc(CN(C)Cc2nc3scc(-c4ccccc4)c3c(=O)[nH]2)cc1OC
Compound | 3 | 19
RGS4 inhibitor | -15%&10% | -10%
JMJD2A Tudor inh | -2%&-2% | -22%
HP1b chromo inh | 31%&36% | 16%
PGK inhibitor | -4% | -3%
ERG-DNA inh | -4%&-3% | 13%
TrxR1 inh | 16%[57.1 µM] | -10%
12-LOX inh | ? | 6%
Pin1 inhibitor | -1%&-1% | 15%
GLS inh | 15%&29% | 3%

# Grouped by structure: those above with a tert-butyl group (2)
15) COc1ccc([C@@H]2[C@@H]3C(=O)N(C(C)(C)C)C(=O)[C@@H]3[C@]3(CC(C)C)C(=O)N(c4ccccc4)C(=O)N23)cc1
18) CC(C)(C)OC(=O)NNC(=O)c1ccc(Cl)cc1
Compound | 15 | 18
RGS4 inhibitor | -29% | -38%
JMJD2A Tudor inh | -13% | -1%
HP1b chromo inh | 51%[activator] | 38%
PGK inhibitor | 2% | ?
ERG-DNA inh | 2% | 5%
TrxR1 inh | -2% | 23%[57.1 µM]
12-LOX inh | -3% | 130%[activator]
Pin1 inhibitor | -2% | 5%
GLS inh | 14% | 17%
